PTK2B oligo ant – blocks oligomerization of human Pyk2 in cells; z-score (the deposit names both 25 µM and 10 µM); AID 1347419; Q14289; hit rate 0.83% among 99,000; Q293 cells, Pyk2 FERM NanoBiT luminescence; active compounds read low;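 active = Z-score of -3 or lower, scaled per plate to the spread of control and sample wells; inactive = z-score above -3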;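 note: negative z-score means lost luminescence so less FERM oligomerization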
Target sequence (Q14289 whole entry, looked up): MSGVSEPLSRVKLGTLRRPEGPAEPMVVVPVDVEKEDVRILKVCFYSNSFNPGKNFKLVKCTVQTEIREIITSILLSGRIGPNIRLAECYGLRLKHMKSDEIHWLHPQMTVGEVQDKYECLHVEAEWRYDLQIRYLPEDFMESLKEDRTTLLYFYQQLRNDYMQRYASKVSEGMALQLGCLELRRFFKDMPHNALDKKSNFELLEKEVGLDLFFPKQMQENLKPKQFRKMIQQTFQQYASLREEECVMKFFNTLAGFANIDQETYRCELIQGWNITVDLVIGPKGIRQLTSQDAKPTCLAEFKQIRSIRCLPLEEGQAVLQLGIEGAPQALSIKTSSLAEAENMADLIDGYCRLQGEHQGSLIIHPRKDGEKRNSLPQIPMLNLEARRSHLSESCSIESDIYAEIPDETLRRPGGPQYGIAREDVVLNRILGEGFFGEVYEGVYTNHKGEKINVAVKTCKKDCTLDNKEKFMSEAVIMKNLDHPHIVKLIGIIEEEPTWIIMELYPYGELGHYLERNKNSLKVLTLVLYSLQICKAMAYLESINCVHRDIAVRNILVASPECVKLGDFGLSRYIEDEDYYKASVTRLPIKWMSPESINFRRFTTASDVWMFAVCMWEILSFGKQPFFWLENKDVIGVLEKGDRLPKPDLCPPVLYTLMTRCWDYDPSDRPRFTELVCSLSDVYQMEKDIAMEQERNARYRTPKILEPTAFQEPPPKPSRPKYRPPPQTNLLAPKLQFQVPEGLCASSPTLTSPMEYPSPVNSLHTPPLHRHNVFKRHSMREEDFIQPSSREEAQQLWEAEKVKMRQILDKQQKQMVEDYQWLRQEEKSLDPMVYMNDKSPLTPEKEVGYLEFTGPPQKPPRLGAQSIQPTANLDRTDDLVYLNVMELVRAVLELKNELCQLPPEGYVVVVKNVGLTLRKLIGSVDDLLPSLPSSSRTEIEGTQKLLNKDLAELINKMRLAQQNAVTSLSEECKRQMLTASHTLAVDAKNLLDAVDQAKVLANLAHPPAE
LYP inh 2 – inhibitors of human LYP (PTPN22) phosphatase | inhibition, % at 2 µM | recombinant LYP catalytic domain, DiFMUP fluorescence | hit rate 0.21% among 96,000 | Q9Y2R2 | AID 640;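 active = inhibition at 2 µM at or above a set limit, the screen mean plus 3 SD, cut at about 24% in these data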;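 note: 0% = DMSO with enzyme and 100% = enzyme fully blocked by orthovanadate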
LYP act – activators of human LYP (PTPN22) phosphatase | recombinant LYP, DiFMUP fluorescence; 0 = plate median, 100 = signal doubled | hit rate 0.11% among 96,000 | AID 697 | activation, % at 2 µM;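 active = activation at 2 µM above a set limit, the mean plus 5 SD, cut at about 37% in these data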
cytoskel mod – modifiers of cytoskeleton assembly; hit rate 0.18% among 91,000; inhibition, % at 2 µM; HUVEC TNFa F-actin phalloidin imaging, high content;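 active = inhibition above the batch mean plus 3 SD and confirmed as a hit by visual image inspection, cut at about 30% in these data, passing the limit was not always enough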; note: strong numbers were not always called active
HUVEC tox IL1B – toxic to HUVEC cells under IL-1B stimulation; HUVEC cell count loss, Hoechst imaging, IL-1B stimulated; cell count reduction, % at 2 µM; hit rate 0.41% among 94,000; AID 845;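 active = cell count reduction more than 3 SD above the screen-wide mean, cut at about 70% in these data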;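 note: normalized per plate to untreated control cells as the no-loss baseline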
HUVEC tox TNFa – HUVEC cytotoxicity counter-screen, TNF alpha stimulated; HUVEC TNFalpha-stimulated, Hoechst cell count, imaging; cell count reduction, % at 2 µM; hit rate 0.17% among 93,000;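 active = cell count reduction exceeding the screen mean by over 5 SD, scaled to untreated wells per plate, cut at about 78% in these data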;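 note: cells counted after 24 h of TNF alpha exposure following the 1 h pretreatment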
VCAM1 TNFa inh – reduces TNF alpha induced VCAM1 expression in HUVEC; HUVEC TNFa-induced VCAM-1 immunofluorescence, high-content imaging; inhibition, % at 2 µM; hit rate 0.48% among 95,000;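 active = inhibition above the batch mean plus 3 SD, with images confirmed as a hit by eye, cut at about 37% in these data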;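 note: 0% = TNF-stimulated DMSO wells and 100% = unstimulated control wells; not every result past the cut was called active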
FAK inh – FAK (human) kinase inhibition | Q05397 | biochemical FAK kinase activity assay | inhibition, %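 (tested at 7 µM)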 | hit rate 0.84% among 97,000; in the data active = inhibition above about 19%;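 note: 0% = DMSO and 100% = reference compound high control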
ERa SRC1 inh – ER-alpha (human) coactivator binding inhibition; P03372; hit rate 1.7% among 86,000; inhibition, % at 25.6 µM; TR-FRET ER-alpha LBD / SRC-1 peptide, estradiol-bound; in the data active = inhibition above about 50%;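 note: 0% = receptor plus peptide control and 100% = peptide only without receptor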
Active calls of the source: *; / = not tested or not shown; [ ] = remark or other dose.

Molecule	PTK2B oligo ant	LYP inh 2	LYP act	cytoskel mod	HUVEC tox IL1B	HUVEC tox TNFa	VCAM1 TNFa inh	FAK inh	ERa SRC1 inh
COc1ccc(NC(=O)CSc2nnc(Cc3cccn3C)n2-c2ccc(F)cc2)cc1OC	/	-2	1	2	18	3	-1	0	-11
COc1ccc(C2(C(=O)Nc3ccc(C(=O)O)cc3)CCOCC2)cc1	-0.84	-28	23	5	-23	-9	13	1	14
Cc1cccc(NC(=O)N(C)Cc2cccs2)c1	0.53	-6	5	7	6	-9	-5	2	/
COC(=O)C1=C(C)Nc2ncnn2C1c1ccc(C)o1 (configuration not stated)	/	-17	14	-11	14	-28	10	1	/
CCOC(=O)c1c(NCC2CCCO2)c2ccccc2[nH]c1=O (configuration not stated)	-0.25	-6	7	-2	-15	1	-22	-1	4
Cc1cccc(S(=O)(=O)c2c(N)n(/N=C/c3cccnc3)c3nc4ccccc4nc23)c1	-1.4	5	-6	7	0	2	-6	3	30
O=C(c1ccco1)N(c1ccccn1)c1ccccn1	0.76	4	-5	13	-1	-33	-8	-1	9
CN1C(=O)c2ccccc2C(C(=O)NCC2CCCO2)C1c1c[nH]c2ccccc12 (configuration not stated)	0.18	10	-10	-7	-49	-18	-1	0	-6
c1ccc(N2CCN(c3nc4ccccc4n4cnnc34)CC2)cc1	/	-9	8	-18	8	-12	2	-2	10
O=C(c1ccco1)N1CCN(c2cc(=O)n(C3CCCCC3)c(=O)[nH]2)CC1	0.78	-13	14	/	/	/	/	3	/
O=c1[nH]c2cc3c(cc2cc1CN(Cc1nnnn1C1CCCC1)C1CCCC1)OCCO3	-0.07	4	-7	3	-12	-17	6	-2	17
C=CCn1c(NCc2ccc(N(C)C)cc2)nc2ccccc21	0.29	4	-2	-40	-11	3	-14	0	-21
CCOC(=O)CN1C(=O)C(C)(C)Oc2ccc(C(=O)NC(C)(C)CC)cc21	-0.34	-9	7	-8	5	-28	22	3	-33
Cc1nnc(-c2cnn(-c3ccccc3)c2N)n1Cc1cccc(C(F)(F)F)c1	0.2	10	-7	-3	23	-4	-7	5	/
Cc1ccc(NC(=O)N/C=C/c2ccco2)cc1	1.3	1	2	-13	-5	-3	18	4	/

Ordered by number of heavy atoms (descending): part of the list above
Molecule	PTK2B oligo ant	LYP inh 2	LYP act	cytoskel mod	HUVEC tox IL1B	HUVEC tox TNFa	VCAM1 TNFa inh	FAK inh	ERa SRC1 inh
O=c1[nH]c2cc3c(cc2cc1CN(Cc1nnnn1C1CCCC1)C1CCCC1)OCCO3	-0.07	4	-7	3	-12	-17	6	-2	17
CCOC(=O)c1c(NCC2CCCO2)c2ccccc2[nH]c1=O (configuration not stated)	-0.25	-6	7	-2	-15	1	-22	-1	4
COC(=O)C1=C(C)Nc2ncnn2C1c1ccc(C)o1 (configuration not stated)	/	-17	14	-11	14	-28	10	1	/

The listing continues.
Molecule	PTK2B oligo ant	LYP inh 2	LYP act	cytoskel mod	HUVEC tox IL1B	HUVEC tox TNFa	VCAM1 TNFa inh	FAK inh	ERa SRC1 inh
NCCOc1ccccc1-c1ccccc1	-0.21	-6	4	7	15	8	21	4	-12
O=S(=O)(Nc1nc2ccccc2nc1N1CCN(c2ccccc2F)CC1)c1ccc(Cl)cc1	-2.3	14	-12	-20	10	0	18	-6	4
CCOc1ccc(C2C(C(=O)Nc3ccc(F)cc3)=C(C)Nc3nc(CCCO)nn32)cc1 (configuration not stated)	/	3	-6	-17	-8	23	20	6	24
O=C1C2C3C=CC(CC3)C2C(=O)N1c1ccc2c(c1)OCO2 (configuration not stated)	0.33	-11	10	-6	-2	/	-6	-2	12
O=C1N(CC(=O)N2CCc3ccccc32)CCN1Cc1ccccc1Cl	0.13	1	0	-6	15	-3	-13	0	3
CCCOCC1CC2(SC(=Nc3ccc(C)cc3)NC2=O)C(=O)O1 (configuration not stated)	-0.88	10	-7	9	6	9	-4	5	-6
COC(=O)c1ccc(NC(=O)CSC2=Nc3ccccc3C3CC=NN23)cc1 (configuration not stated)	-0.64	-12	10	-18	12	-11	5	-1	/
Cc1ccc(N2C(N)=C(C#N)C(c3ccsc3)C3=C2CC(C)(C)CC3=O)cc1 (configuration not stated)	0.53	-12	9	-12	15	5	6	0	-12
O=C(O)CCCNS(=O)(=O)c1ccc(F)cc1	-0.34	-2	-1	4	-9	-18	9	-3	-2
c1ccc(COc2ccc(Oc3nc(N4CCCCC4)nc(N4CCOCC4)n3)nn2)cc1	-0.6	-8	5	-3	-5	64	-10	6	0
Cc1ccc(S(=O)(=O)c2nc(-c3ccc(F)cc3)oc2SCC(N)=O)cc1	-0.38	3	-7	-2	-64	-17	-16	-5	/
COc1ccc(N2CCN(C(=O)c3ccc(-n4nc(C)cc4C)cc3)CC2)cc1	0.18	-3	-2	-20	4	-1	16	3	-10
O=C(CCCCCN1C(=O)CCC1=O)Nc1ccc(Br)cc1F	0.62	-10	6	-8	-18	-9	-16	-2	-16
O=C(Oc1ccccc1[N+](=O)[O-])c1cccnc1	-0.66	2	1	8	-51	-17	15	1	/
CCCn1c(=O)c(F)cn(Cc2ccc(OC)c([N+](=O)[O-])c2)c1=O	0.75	-4	7	13	10	-15	-1	-5	/

Entries of single compounds as entered above. Order of screens: PTK2B oligo ant | LYP inh 2 | LYP act | cytoskel mod | HUVEC tox IL1B | HUVEC tox TNFa | VCAM1 TNFa inh | FAK inh | ERa SRC1 inh
Listed for CCCOCC1CC2(SC(=Nc3ccc(C)cc3)NC2=O)C(=O)O1 (configuration not stated) → -0.88 | 10 | -7 | 9 | 6 | 9 | -4 | 5 | -6
Listed for O=C(O)CCCNS(=O)(=O)c1ccc(F)cc1 → -0.34 | -2 | -1 | 4 | -9 | -18 | 9 | -3 | -2
Listed for Cc1ccc(N2C(N)=C(C#N)C(c3ccsc3)C3=C2CC(C)(C)CC3=O)cc1 (configuration not stated) → 0.53 | -12 | 9 | -12 | 15 | 5 | 6 | 0 | -12
Listed for O=S(=O)(Nc1nc2ccccc2nc1N1CCN(c2ccccc2F)CC1)c1ccc(Cl)cc1 → -2.3 | 14 | -12 | -20 | 10 | 0 | 18 | -6 | 4
Listed for O=C1N(CC(=O)N2CCc3ccccc32)CCN1Cc1ccccc1Cl → 0.13 | 1 | 0 | -6 | 15 | -3 | -13 | 0 | 3

The main list resumes with the 2 entries that preceded the break.
Molecule	PTK2B oligo ant	LYP inh 2	LYP act	cytoskel mod	HUVEC tox IL1B	HUVEC tox TNFa	VCAM1 TNFa inh	FAK inh	ERa SRC1 inh
O=C(Oc1ccccc1[N+](=O)[O-])c1cccnc1	-0.66	2	1	8	-51	-17	15	1	/
CCCn1c(=O)c(F)cn(Cc2ccc(OC)c([N+](=O)[O-])c2)c1=O	0.75	-4	7	13	10	-15	-1	-5	/
O=C(c1ccco1)N1CCN(C(=O)C2CC(c3ccc(Cl)c(Cl)c3)=NO2)CC1 (configuration not stated)	0.32	1	-6	-7	16	-17	6	-1	1
O=C(O)CCc1ccc(S(=O)(=O)N2CCOCC2)cc1	-0.54	-10	8	15	-10	-64	0	1	/
COc1ccc(CNC(=O)/C=C/c2ccc(OCCCF)cc2)cc1OC	0.87	-4	7	-19	9	-11	-10	1	/
O=C1CC(SCCc2nc3ccccc3[nH]2)C(=O)N1c1ccc(F)c(Cl)c1 (configuration not stated)	0.48	2	0	17	8	-7	5	-3	/
COc1ccccc1-n1c(SCC(=O)N2CCCCC2)nc2cccnc21	0.71	7	-5	6	7	-12	4	2	15
O=C(NCc1ccncc1)c1nnc(Cc2c(F)cccc2Cl)o1	-0.19	-3	0	-4	-8	-25	8	-4	5
CCCCN=c1sc(C(=O)OC)cc(=O)n1CCCC	0.44	6	-6	31	-1	-16	1	-1	/
CC(NC(=O)c1ccco1)C1CCCO1 (configuration not stated)	0.46	-6	6	-17	12	2	6	-2	-1
COc1ccc(OC)c(C2C(C(=O)Nc3nc4ccccc4s3)=C(C)NC3=C2C(=O)CCC3)c1 (configuration not stated)	-1.5	-5	7	-17	-18	13	-9	-4	/
CCOC(=O)C(C(=O)Nc1ccccc1C)C1CCCCC1 (configuration not stated)	-0.02	0	0	-9	-4	-10	6	-1	-7
COc1ccc(CCNC(=O)c2nnc(Cc3ccc(Cl)cc3)o2)cc1OC	/	-4	2	-1	7	-15	16	-2	-5
CC(=O)c1cccc(NC(=O)CC2Oc3ccc(C)cc3NC2=O)c1 (configuration not stated)	/	0	-1	-8	15	2	13	-1	-7
O=C(Oc1ccc2c(=O)c(Oc3ccc4ccccc4c3)coc2c1)c1cncc(Br)c1	-2.4	-16	14	-26	-3	4	-10	4	/
Cn1nc(CC(=O)NC2CCCCCCCCCCC2)c2ccccc2c1=O	1.4	2	-2	-20	7	-8	2	9	91*[fluorescence artefact?]
O=C(CN1CCN(Cc2ccccc2)CC1)Nc1ccc(Cl)cn1	0.35	5	-3	-3	7	-18	11	3	1

(further entries)
Molecule	PTK2B oligo ant	LYP inh 2	LYP act	cytoskel mod	HUVEC tox IL1B	HUVEC tox TNFa	VCAM1 TNFa inh	FAK inh	ERa SRC1 inh
O=S(=O)(O)CCN1CCOCC1	1.1	-14	13	-7	-30	2	9	-5	-3
COc1ccc(NC(=O)c2csc(Cc3ccccc3)n2)cc1	-1.1	0	0	-9	6	4	2	2	-7
Cc1ccc2c(c1)CCCN2C(=O)c1ccc2c(c1)OCO2	-0.63	-2	-1	14	-45	-20	16	-2	-3
Cc1nnc(SCCc2ccccc2)[nH]c1=O	-0.65	-8	6	-10	-13	-20	-8	-2	-6
CCOC(=O)C(C)n1cnc2c(oc3ccccc32)c1=O (configuration not stated)	-0.13	-3	1	-4	-19	-8	-17	1	3
CCOc1ccc(-c2onc(C(F)(F)F)c2-c2cscn2)c(O)c1	-2.2	-6	9	-14	18	9	17	3	/
Cc1cc(C)c2cc(CN(Cc3cccnc3)C(=O)c3ccc(F)cc3)c(Cl)nc2c1	-2.2	-10	14	11	0	/	-11	-3	/
Cc1cc(=O)n(CCC(=O)O)c2ccccc12	1.4	7	-9	-2	-18	-4	4	-1	-3
O=C(Nc1cccc(-c2nnc(-c3ccccc3)o2)c1)C1CCCO1 (configuration not stated)	-1	-4	0	3	-15	-28	7	-2	2
O=C(NC12CC3CC(CC(C3)C1)C2)C1CC(=O)N(c2ccc(Br)cc2)C1 (configuration not stated)	-1.6	-7	8	2	6	8	20	-1	12
COc1cc(C2C3C(=O)N(c4ccc(F)cc4)C(=O)C3ON2c2ccccc2)ccc1O (configuration not stated)	-0.5	-1	-3	-13	/	13	11	6	-18
O=C(COc1ccc2ccccc2c1)N1CCN(C(=O)c2cccnc2)CC1	0.74	2	0	16	-43	-19	1	0	-2
Cc1ccc(C)c(Cn2cnc3c(cnn3C(C)(C)C)c2=O)c1	-1.8	2	-3	-22	-13	-26	-8	1	7[fluorescence artefact?]
O=C(CSc1nnc2ccccn12)c1ccc2c(c1)OCCO2	-0.84	6	-8	/	15	-10	5	8	17[fluorescence artefact?]
COC(=O)c1nc2ccccc2s1	0.54	-12	12	-3	-40	-12	11	0	-11
OCCn1c(SCCOc2ccccc2F)nc2ccccc21	0.49	2	-3	/	-15	/	/	-1	-14
CC(C)Oc1ccc(CNC(=O)Cn2c(=O)oc3ccccc32)cc1	/	-2	1	-11	-16	-30	7	-5	-3
COC(=O)C1=CN(C)C=C(C(=O)OC)C1c1ccccc1Cl	-1.4	10	-12	-30	0	-16	10	2	-30
